Screening data from PubChem BioAssay.
TSHR antag = human thyrotropin receptor antagonism | P16473 | TSHR-expressing cells, TSH-stimulated cAMP HTRF, 2 h; stronger effect = lower value | activity change, negative = inhibition, % at 11.5 µM | 330,000 tested, 0.2% active;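 active means activity change below a set negative limit, meaning inhibition stronger than a set level, cut at about -70% in these data; inconclusive means activity change between two set negative limits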; further: on the % scale 0 is the no-effect control and ±100 the full control effect
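Inhibition of cAMP made by TSHR-expressing cells under TSH stimulation (4nM final, EC80; 2 h, 37 deg C) is quantified with a one-step lysis HTRF kit, anti-cAMP cryptate versus cAMP-d2.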
PTAP TSG101 blk = blocks PTAP/TSG101 interaction to inhibit HIV-1 budding; Q99816; Fluorescence polarization, FITC-PTAP peptide / Tsg101 binding; Potency, µM (highest dose often 115 µM), without a hit: at the top dose activity change, negative = inhibition, usual class: inhibitors; 340,000 tested, under 10 active; AID 493005; active means well fitted inhibition curve with a large enough effect in the main read-out, with a control signal flat, not every such curve was filed as active; inconclusive means small, poorly fitted or top-dose-only effect, or effect the other way, or a change in a side signal; inactive means no such curve, though single readings can be large or run the other way; further: potency means the concentration at half of the fitted maximal effect; % of control where 0% means no effect
Target sequence (Q99816 whole entry, looked up): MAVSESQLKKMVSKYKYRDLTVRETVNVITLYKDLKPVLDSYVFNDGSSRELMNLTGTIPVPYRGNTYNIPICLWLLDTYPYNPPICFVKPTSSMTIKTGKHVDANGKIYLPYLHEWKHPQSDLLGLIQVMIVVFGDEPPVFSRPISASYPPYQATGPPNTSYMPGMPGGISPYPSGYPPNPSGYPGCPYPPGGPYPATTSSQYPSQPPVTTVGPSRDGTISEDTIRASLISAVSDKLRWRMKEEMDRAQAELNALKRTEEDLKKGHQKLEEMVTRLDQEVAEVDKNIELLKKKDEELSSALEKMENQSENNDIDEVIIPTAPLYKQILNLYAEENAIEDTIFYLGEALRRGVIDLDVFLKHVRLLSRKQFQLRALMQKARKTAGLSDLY
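Fluorescence polarization binding of Tsg101 binding domain (10 uM final) to FITC-labeled PTAP peptide (50 nM final) in HEPES pH 7.5 buffer with NaCl, Tween 20, EDTA, TCEP. Compounds added before peptide; binding 20 min at RT.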
Eya2 inh = Eya2 (human) phosphatase inhibition; 330,000 tested, 0.006% active; AID 488837; O00167; recombinant Eya2, OMFP fluorescence dephosphorylation (OMFP is methylfluorescein phosphate); Potency, µM (doses to about 76.9 µM), for the others: at the top dose activity, negative = inhibition, most hits filed as inhibitors; further: potency means the concentration at half of the fitted maximal effect; on the % scale 0 is the no-effect control and ±100 the full control effect
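Eya2 (0.2 uM) preincubated 10 min at ambient with compound, then OMFP substrate added at 50 uM; 10 min reaction in 50 mM HEPES pH 7.5, 50 mM NaCl, 5 uM MgCl2, 0.05% BSA, 1 mM DTT. Fluorescence read at Ex 485/Em 525 nm.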
TCR activator = activators of T cell receptors. primary human leukocytes, anti-CD3, IL-2 HTRF, 48 h. Potency, µM (top dose mostly 9.22 µM), inactives show at the top dose activation of IL-2 secretion, usual class: activators. 330,000 tested, under 10 active; further: % of control where 0% means no effect
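HTRF read-out of IL-2 secretion: europium cryptate donor excited at 320nm, d2 acceptor emission at 665nm. Cells were primary human leukocytes incubated 48 hr with compounds and a-CD3 beads, supplying TCR signal only.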
USP2a inh = USP2a (human) protease inhibition; Potency, µM (highest dose often 38.3 µM), for inactives: top-dose activity change, negative = inhibition, usual class: inhibitors; 330,000 tested, 0.01% active; USP2 core, Ub-CHOP2 coupled fluorogenic reporter, 485/531;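 further: potency means the concentration at half of the fitted maximal effect; plate controls were DMSO wells for no effect and full inhibition by NEM control for full effect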
Target sequence (O75604 whole entry, looked up): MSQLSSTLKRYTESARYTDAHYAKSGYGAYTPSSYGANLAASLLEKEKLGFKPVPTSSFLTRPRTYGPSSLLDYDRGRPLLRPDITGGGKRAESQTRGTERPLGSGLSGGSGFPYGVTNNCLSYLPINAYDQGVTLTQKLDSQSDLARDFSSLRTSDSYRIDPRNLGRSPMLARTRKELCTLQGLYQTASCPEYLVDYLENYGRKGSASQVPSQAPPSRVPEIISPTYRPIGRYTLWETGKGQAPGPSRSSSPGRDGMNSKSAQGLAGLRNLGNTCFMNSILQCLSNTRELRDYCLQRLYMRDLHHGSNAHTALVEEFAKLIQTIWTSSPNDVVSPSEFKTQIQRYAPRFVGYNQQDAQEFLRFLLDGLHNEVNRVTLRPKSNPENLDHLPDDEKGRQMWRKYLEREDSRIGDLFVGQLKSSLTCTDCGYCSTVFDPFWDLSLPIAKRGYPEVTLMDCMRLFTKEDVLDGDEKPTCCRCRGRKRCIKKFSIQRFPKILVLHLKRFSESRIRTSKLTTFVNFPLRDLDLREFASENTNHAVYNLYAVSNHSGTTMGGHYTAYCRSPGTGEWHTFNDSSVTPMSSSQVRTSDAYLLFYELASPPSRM
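Cell-free coupled assay: 10nM USP2 core preincubated 30min RT with compound in Tris-HCl pH 8.0/CaCl2/CHAPS buffer, then 25nM Ub-CHOP2 and 25nM reporter substrate; fluorescence (Ex 485/Em 531) read after 60min RT, normalized to NEM inhibition, concentration-response curves fitted.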
B2AR arrestin = agonists driving beta-arrestin recruitment to human beta2-adrenergic receptor. P07550. beta-arrestin recruitment to beta2AR, cell-based reporter. Potency, µM (top dose mostly 46.1 µM), without a hit: at the highest dose activation, hits mostly activators. 330,000 tested, 0.02% active. AID 492947;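 further: potency means the concentration at half of the fitted maximal effect; 0% = DMSO controls and full agonism = EC100 isoproterenol or metaproterenol; nearly all actives have a fitted effect of over 65% in size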
Tb PFK inh = inhibitors of T. brucei phosphofructokinase. T. brucei PFK, ADP-Glo luminescence. Potency, µM (series often up to 57.5 µM), inactives show at the highest dose activity, negative = inhibition, hits mostly inhibitors. 330,000 tested, 0.17% active;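 further: potency means the concentration at half of the fitted maximal effect; 0% = uninhibited 1x PFK enzyme wells and -100% = no-enzyme wells; nearly all actives have a fitted effect of over 60% in size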
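In TEA buffer at pH 8.0 with 5 mM MgCl2, enzyme (1.25 nM) converted F6P (0.5 mM) and ATP (0.1 mM) for 45 min at room temperature. ADP product was read by luciferase luminescence.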
ELG1 DNA repair = ELG1-dependent DNA repair inhibition | HEK293T ELG1-luciferase reporter, luminescence, 16 h; DNA damage induced by 5-fluorouridine | Potency, µM (series often up to 46.1 µM), for the others: top-dose activity change, negative = inhibition, hits mostly inhibitors | 330,000 tested, 2.3% active; further: potency means the concentration at half of the fitted maximal effect; on the % scale 0 is the no-effect control and ±100 the full control effect; nearly all actives have a fitted effect of over 55% in size
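Luminescence from the luciferase reporter, measured 30 min after ONE-Glo reagent at room temperature, was the read-out. Beforehand, 2,000 cells per well were exposed for 16 hr at 37 °C to 5-fluorouridine together with compound or vehicle.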
uPA surface inh = cell surface uPA generation inhibition; cell surface uPA generation assay, qHTS; Potency, µM (series often up to 38.3 µM), inactives show at the top dose activity change, negative = inhibition, usual class: inhibitors; 330,000 tested, 0.31% active; active means well fitted inhibition curve with a large enough effect; inconclusive means small, poorly fitted or top-dose-only effect; inactive means no such curve, though single readings can be large or run the other way; tested in mouse RAW 264.7 cells; further: potency means the concentration at half of the fitted maximal effect; on the % scale 0 is the no-effect control and ±100 the full control effect; nearly all actives have a fitted effect of over 55% in size
Chronic BCR inh = blocks chronic active B-cell receptor signaling; ABC-DLBCL IkBa-CBG/CBR reporter, luminescence ratio, 4 h; Potency, µM (doses to about 46.1 µM), inactives show top-dose ratio change, negative = lower green/red ratio, hits mostly inhibitors; 340,000 tested, 0.05% active; AID 493014; active means well fitted inhibition curve with a large enough effect in the signal ratio, with a control signal flat, not every such curve was filed as active; inconclusive means small, poorly fitted or top-dose-only effect, or effect the other way, or a change in a side signal; the % refers to the signal ratio;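 further: potency means the concentration at half of the fitted maximal effect; plate controls were basal doxycycline-induced cells for no effect and cells given 10 µM MG132 for full effect; MG132 reads +100%, hits lower the ratio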
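Cell line TMD8 (human ABC DLBCL), stably expressing tet-inducible CBG68-IkBa fusion and CBR; IMDM/0.5% FBS; cpd up to 46 uM; dox induction, 4 h, 37C/5% CO2; dual luminescence; green/red ratio; MG132 control.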
Mito fusion act = mitochondrial division inhibition or fusion activation; S. cerevisiae fusion-defective mutant growth rescue, CellTiterGlo 48 h; Potency, µM (highest dose often 46.1 µM), for inactives: at the highest dose growth rescue (activation), hits mostly activators; 320,000 tested, 0.23% active;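 further: potency means the concentration at half of the fitted maximal effect; % of control where 0% means no effect; nearly all actives have a fitted effect of over 45% in size; temperature-sensitive fusion mutants such as fzo1-1 at 37 °C on non-fermentable ethanol glycerol medium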
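Yeast fusion mutant, YPEG (non-fermentable carbon), compound, 48 h at 37C non-permissive; CellTiterGlo added, 10 min RT, luminescence read. Rescued growth = division inhibition.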
Starred values were filed as active, the others as inactive; ? = inconclusive; · = no result given; [ ] = remark or other dose. Unless noted, the call rests on the fitted dose curve; in most records, active means well fitted curve in the direction sought with a large enough effect; inconclusive means small, poorly fitted or top-dose-only effect, or another doubt; inactive means no such curve, though single readings can be large; an effect the other way counts as inactive or inconclusive.

SMILES	TSHR antag	PTAP TSG101 blk	Eya2 inh	TCR activator	USP2a inh	B2AR arrestin	Tb PFK inh	ELG1 DNA repair	uPA surface inh	Chronic BCR inh	Mito fusion act
CCOc1ccccc1N1CCN(C(=O)c2cc3c(C)cc(C)cc3[nH]2)CC1	-2	-8%	-22%	-1%	2%	-0.7%	8%	-2%	0%	-6%	-26%
COc1cc(OC)cc(C(=O)Nc2cccc(N3CCCC3)c2)c1	-26	-5%	-7%	1%	-1%	0.0%	3%	?	1%	?	-5%
Cc1cc(Cl)ccc1OCC(=O)NCCCCc1ccccc1	-12	1%	-28%	4%[46.1 µM]	1%	-0.3%	-1%	?	4%	5%	21%
O=C(O)CSCC(=O)NCc1csc2ccc(Cl)cc12	11	-2%	-5%	-1%	2%	-0.2%	-8%	0%	18%	-2%	-3%
O=C(Nc1cc2c(cc1Br)OCCO2)c1cccs1	0	-8%	16%	-1%	1%	-0.4%	-2%	?	-3%	4%	-2%
Cc1nc2ccc(NC(=O)c3cccs3)cc2s1	-7	-1%	-1%	-8%	-3%	-0.7%	1%	?	-4%	?	-5%
Cc1ccsc1-c1nc(CN(C)C(C2CC2)C2CC2)c(C)o1	-1	2%	3%	-5%	7%	0.2%	1%	?	-4%	-6%	-2%
CCOC(=O)c1nn(-c2ccc(Cl)cc2)cc1O	-3	-6%	-2%	-8%	4%	-0.2%	1%	?	-14%	0%	-4%
O=C(CN1C(=O)CSc2ccc(S(=O)(=O)N3CCCCC3)cc21)NCc1ccccc1	0	-1%	-10%	-5%	1%	-0.7%	1%	?	8%	0%	1%
O=C(Nc1ccccc1Oc1cccnc1)C1CCCN(Cc2cccc(Cl)c2)C1 (stereo unspecified)	9	-3%	3%	6%	-1%	0.4%	-5%	-10%	5%	?	-14%
O=C(COC(=O)c1cc(-c2cccs2)nc2ccccc12)NCc1ccco1	27	-1%	17%	4%	-12%	-0.6%	?	-6%	-4%	?	0%
COc1cc(C2C(C(=O)C(C)(C)C)=C(O)C(=O)N2Cc2ccccc2)ccc1O (stereo unspecified)	5	-2%	-5%	0%	-1%	-1.1%	0%	0%	?	10%	3%
Cc1ccc(CS(=O)(=O)CCC(=O)NCc2ccc(F)cc2)cc1	-9	-6%	1%	0%	1%	-0.4%	1%	12%	-1%	4%	-4%
Cc1ccnc2nc(C(=O)OCC(=O)N(Cc3ccccc3)C(C)C)nn12	·	-2%	7%	·	4%	-0.1%	8%	0%	17%	0%	·
Cc1ccc(OCCCCNC(C)(C)C)c([N+](=O)[O-])c1	12	0%	6%	0%[46.1 µM]	5%	-0.4%	0%	-5%	6%	-3%	0%
Cc1ccc(Cc2cc(-c3ccc(C)cc3)n[nH]c2=O)cc1	8	0%	-5%	7%	-4%	3.5%	4%	26%	0%	-18%	?
Cc1ccc(OCC(O)CNS(=O)(=O)c2ccccc2C(=O)N2CCCCC2)cc1 (stereo unspecified)	-3	-6%	25%	3%	0%	-0.2%	0%	?	0%	-1%	4%
CC(C)CC(NC(=O)OC(C)(C)C)c1cn([C@@H](CCCCNC(=O)OC(C)(C)C)C(=O)N2CCN(C(=O)OC(C)(C)C)CC2)nn1 (stereo partly specified)	8	0%	-6%	-2%	1%	0.1%	-14%	-23%	-2%	-26%	-3%
CCOC(=O)N1CCC(N2CCCC(C(=O)c3cc(C)c(OC)c(C)c3)C2)CC1 (stereo unspecified)	-4	-1%	-7%	-3%	1%	0.2%	-1%	?	-2%	-14%	20%
Cc1ccc(NC(=O)COC(=O)c2cccc3c2C(=O)c2ccccc2C3=O)c(C)c1	-23	-1%	-2%	2%[46.1 µM]	7%	-0.3%	5%	10µM*	-12%	?	-4%
Cc1c(N=Cc2nc3ccccc3[nH]2)c(=O)n(-c2ccccc2)n1C	5	0%	11%	-7%	-5%	0.4%	-1%	?	-1%	-18%	-2%
Cc1cc(Cl)ccc1OCC(=O)NCCCn1ccnc1	1	0%	6%	7%[46.1 µM]	4%	-0.3%	1%	1%	0%	1%	-2%
CCCc1cc(-c2n[nH]c(=S)n2C(C)c2ccccc2)cs1 (stereo unspecified)	-1	-3%	0%	3%	0%	-0.2%	-3%	-1%	·	-1%	?
Nc1c(N(CCCO)C(=O)C2CCCCC2)c(=O)[nH]c(=O)n1Cc1ccccc1	-5	-6%	6%	-1%	-1%	0.1%	1%	2%	0%	6%	·
Cc1cccc(-c2ncc(CN3CCCC(CO)(Cc4cccc(Cl)c4)C3)cn2)c1 (stereo unspecified)	3	1%	-7%	-1%	1%	-0.1%	0%	13%	10%	15%	-1%
Cc1c(C(=O)Nc2ccc3c(c2)OCO3)sc2nc(-c3ccccc3)cn12	-15	-10%	-28%	-4%	-4%	-0.9%	9%	1%	?	10%	5%
Cn1nnnc1SCC(=O)Nc1ccc(Cl)cn1	-7	-5%	6%	-11%	-1%	-0.6%	-3%	-5%	4%	6%	2%
CCN(CC)S(=O)(=O)c1csc(C(=O)NC2CCCCC2)c1	2	2%	7%	-1%	2%	-0.2%	-4%	-3%	5%	-3%	1%
CCn1cnnc1SCC(=O)c1c(N)n(C2CC2)c(=O)[nH]c1=O	5	-2%	7%	·	3%	0.0%	-7%	-2%	-23%	1%	-4%
Cc1cccc(OCC(=O)NNC(=O)CCN2CCN(c3ccccc3)CC2)c1C	0	-4%	6%	-6%	4%	-0.1%	-1%	-3%	2%	0%	·
COc1cc(C(=O)NNC(=O)CN2C(=O)NC(C)(c3ccc(C)cc3)C2=O)cc(OC)c1OC (stereo unspecified)	7	1%	-7%	8%	0%	-0.5%	0%	0%	3%	3%	0%
O=C(Cn1cnc2cc([N+](=O)[O-])ccc2c1=O)Nc1ccccc1-c1ccccc1	-5	0%	2%	6%	-2%	0.0%	-1%	?	4%	-11%	0%
COc1cc(OC)cc(C(=O)Nc2c(C)nn(-c3ccccc3)c2C)c1	-7	-2%	5%	-12%	-1%	0.0%	-5%	?	-2%	-7%	9%
CCOC(=O)c1ccc(NC(=O)CCc2ccc(CC)o2)cc1	25	-1%	-12%	1%	1%	0.2%	0%	17%	-4%	1%	10%
COc1ccc(C2C3=C(CCCC3=O)Nc3nc(SCc4ccccc4)nn32)cc1OC (stereo unspecified)	-10	1%	-9%	1%	2%	-0.2%	-3%	-9%	-3%	?	1%
O=C(N/N=C/c1ccc(F)c(F)c1)c1cccc(S(=O)(=O)N2CCCCC2)c1	4	-7%	-1%	-3%	-1%	0.2%	0%	4%	-28%	0%	1%
CCOc1nc2cnccc2n(CC(=O)Nc2cccc(C)c2C)c1=O	9	0%	-10%	8%	0%	-0.1%	2%	5%	6%	2%	-1%
Cc1nn(C)c(Cl)c1CN1CCN(C2CCCC2)C(CCO)C1 (stereo unspecified)	31	0%	2%	-7%	0%	0.0%	-2%	10%	1%	?	6%
O=C(Nc1ccc(Cl)cc1C(=O)NCc1cccnc1)c1ccc(Cl)cc1Cl	-12	-2%	-3%	3%[46.1 µM]	-7%	-0.3%	0%	?	-10%	?	15%
COc1ccccc1NC(=O)c1c[nH]c2ccccc12	-1	-2%	-4%	2%	0%	-0.8%	-5%	?	0%	-2%	17%
COC(=O)c1oc2ccccc2c1NC(=O)CN1CCCC1	-5	-1%	10%	·	2%	-0.1%	2%	-3%	-12%	3%	0%
CC(=O)N1CCc2c(sc(NC(=O)C3CCCN3S(=O)(=O)c3cccs3)c2C(N)=O)C1 (stereo unspecified)	4	-9%	-7%	1%	25%	0.3%	7%	?	-1%	?	-3%
O=C(O)c1cc(-c2ccc3c(c2)OCO3)nc2ccccc12	-5	-6%	3%[15.4 µM]	4%	1%	0.0%	-3%	?	-7%	?	-1%
CC1CCC(NC(=O)c2nc(Cn3ccc([N+](=O)[O-])n3)no2)CC1 (stereo unspecified)	7	0%	-15%	2%	3%	0.3%	1%	-14%	-4%	-2%	-11%
Cc1cc(C)n2nc(C(=O)Nc3ccc4c(c3)OCCO4)nc2n1	137	-9%	16%	-1%	1%	-0.1%	6%	?	?	?	-6%
